RTF Ca sens inh: cardiac RTF calcium sensitivity inhibitors, primary screen, biochemical, IANBD-TnC fluorescence, EC70 calcium; Troponin I, cardiac muscle (Homo sapiens) + Troponin T, cardiac muscle (Homo sapiens) + …; IANBD-labeled cardiac RTF, Ca2+ fluorescence; inhibition, % at 7.15 µM; 0.12% of 340,000 active;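 active = inhibition above the mean inhibition of all tested compounds plus 3 SD, cut at about 17% in these data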;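 note: assay run at fixed EC70 calcium of 1.6 mM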
SR-BI DiI inh: inhibitors of SR-BI mediated HDL lipid uptake, primary screen, ldlA[mSR-BI] cells, fluorescence, single point; ldlA[mSR-BI] CHO cells, DiI-HDL uptake fluorescence, 3 h; 0.96% of 320,000 active; AID 488896, 2010; inhibition, % at 12.5 µM; Scavenger receptor class B member 1 (Mus musculus), Q61009;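 active = mean replicate inhibition of at least 70% and a set share of replicates each scoring 70 or more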;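 note: 0% = median of neutral control wells and 100% = median of positive control wells; values of inactives mirror those of a sister screen read the other way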
SR-BI uptake up: activators of SR-BI mediated DiI-HDL uptake, primary screen, ldlA[mSR-BI] CHO cells, DiI fluorescence; 3 h; 100 = double the neutral-control signal; activation, % at 12.5 µM; 0.096% of 320,000 active; AID 504775, 2011;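 active = mean replicate activation of at least 60% and every replicate at or above 60%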;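 note: 0% = median plate neutral-control signal and 100% = twice that signal; values of inactives mirror those of a sister screen read the other way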
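System: LDL receptor-deficient CHO ldlA cells overexpressing murine SR-BI | Timing: 3 h uptake period with compound, 37 °C | Medium: HEPES-buffered (25 mM, pH 7.4) F12 plus 0.5% BSA | Dosing: Single-point compound dose | Signal: Bottom-read fluorescence, 550/595 nm | Read-out: Retained DiI signal reflecting DiI-HDL uptake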
Keap1 Nrf2 FP: Keap1-Nrf2 protein-protein interaction inhibitors, primary screen, biochemical, fluorescence polarization, single point. Kelch-like ECH-associated protein 1 (Homo sapiens), Q14145. Keap1 Kelch-Nrf2 peptide fluorescence polarization, 1536-well. inhibition, % at 9.4 µM. 0.15% of 340,000 active; in the data active = inhibition above about 12%;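 note: human Keap1 Kelch domain with fluorescein labeled Nrf2 9mer peptide probe; 0% = neutral control wells and 100% = peptide positive control; higher means more block of Keap1 binding to Nrf2 peptide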
C-LANA FP: inhibitors of KSHV C-LANA binding to DNA, primary screen, biochemical, fluorescence polarization, FAM-LBS DNA, MBP-C-LANA, single point; Kaposi's sarcoma herpesvirus LANA C-terminal domain (residues 932-1162) DNA binding; inhibition, % at 9 µM; AID 504423, 2011; 0.078% of 340,000 active;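 active = highest replicate inhibition at or above 60% at 9 µM, even if other replicates fall short; inactive = all replicates below 60% inhibition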;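 note: 0% = neutral control wells and 100% = 4 µM acridine orange control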
DAGLB inhibitor: DAGLB lipase inhibitors, primary screen, biochemical, fluorescence, HTS; Diacylglycerol lipase-beta (Homo sapiens), Q8NCG7; HEK293T DAGLB membrane lysate, EnzChek fluorogenic substrate; inhibition, % at 5.17 µM; 0.059% of 340,000 active; AID 504411, 2011; in the data active = inhibition above about 34%;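 note: 0% = enzyme with vehicle and 100% = wells lacking enzyme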
NSD2 inh: NSD2 histone methyltransferase inhibitors, primary screen, biochemical, AlphaScreen, single concentration, set 2 | NSD2 peptide methylation, 120 min | inhibition, % at 12.5 µM | 0.54% of 310,000 active | Histone-lysine N-methyltransferase NSD2 (Homo sapiens), O96028; in the data active = inhibition above about 50%
Target sequence (O96028 whole entry, looked up): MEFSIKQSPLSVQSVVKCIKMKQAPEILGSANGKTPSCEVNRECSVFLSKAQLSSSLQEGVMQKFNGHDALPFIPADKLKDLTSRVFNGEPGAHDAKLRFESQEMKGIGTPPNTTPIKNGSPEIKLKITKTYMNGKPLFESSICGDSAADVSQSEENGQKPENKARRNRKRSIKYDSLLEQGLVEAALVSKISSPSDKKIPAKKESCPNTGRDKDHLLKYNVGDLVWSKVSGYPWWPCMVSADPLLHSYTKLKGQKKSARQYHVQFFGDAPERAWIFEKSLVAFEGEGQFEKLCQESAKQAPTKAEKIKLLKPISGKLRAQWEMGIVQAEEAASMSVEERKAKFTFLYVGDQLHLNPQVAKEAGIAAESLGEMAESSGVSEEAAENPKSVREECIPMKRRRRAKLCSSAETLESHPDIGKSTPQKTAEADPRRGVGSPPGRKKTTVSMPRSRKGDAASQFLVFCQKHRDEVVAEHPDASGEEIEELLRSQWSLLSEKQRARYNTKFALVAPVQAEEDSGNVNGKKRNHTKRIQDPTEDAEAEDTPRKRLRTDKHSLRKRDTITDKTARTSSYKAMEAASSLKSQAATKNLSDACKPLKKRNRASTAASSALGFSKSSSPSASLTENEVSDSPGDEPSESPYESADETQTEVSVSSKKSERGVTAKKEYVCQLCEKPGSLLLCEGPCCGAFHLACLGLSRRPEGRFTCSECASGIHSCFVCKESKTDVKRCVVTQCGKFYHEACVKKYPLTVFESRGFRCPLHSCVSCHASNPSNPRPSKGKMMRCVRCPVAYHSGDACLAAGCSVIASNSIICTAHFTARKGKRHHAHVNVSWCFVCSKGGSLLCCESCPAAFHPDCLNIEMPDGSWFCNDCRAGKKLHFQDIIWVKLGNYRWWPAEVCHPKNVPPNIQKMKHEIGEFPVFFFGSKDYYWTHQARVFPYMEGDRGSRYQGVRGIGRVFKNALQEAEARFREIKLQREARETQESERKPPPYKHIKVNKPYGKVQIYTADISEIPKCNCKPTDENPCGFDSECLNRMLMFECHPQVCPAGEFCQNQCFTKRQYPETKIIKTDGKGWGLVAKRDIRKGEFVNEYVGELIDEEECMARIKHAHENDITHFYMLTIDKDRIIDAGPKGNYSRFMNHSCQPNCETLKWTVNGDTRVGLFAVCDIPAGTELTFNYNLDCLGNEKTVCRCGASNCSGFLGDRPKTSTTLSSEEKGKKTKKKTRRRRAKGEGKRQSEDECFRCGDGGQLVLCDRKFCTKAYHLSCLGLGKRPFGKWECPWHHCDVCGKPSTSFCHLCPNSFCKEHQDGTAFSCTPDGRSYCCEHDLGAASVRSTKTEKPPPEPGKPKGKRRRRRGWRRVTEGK
Arr AP2 block: inhibitors of beta-arrestin/AP2 binding, primary screen, biochemical, GPCR trafficking, flow cytometry; beta-arrestin 1 C-terminal peptide binding to AP2 beta2-adaptin appendage (human); FITC-arrestin peptide / GST-AP2 beads; AP2 beta2 appendage carries R879A mutation; AID 504490, 2011; inhibition, % at 10 µM; 0.31% of 340,000 active;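 active = inhibition above a set limit, near 3 SD of compounds lacking own fluorescence, cut at about 54% in these data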;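 note: plate controls were DMSO wells for no effect and 5 µM unlabelled arrestin peptide for full effect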
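System: GST-AP2 R879A glutathione beads | Also added: FITC-arrestin peptide, 50 nM | Times: 12 min plus 1 h, RT | Signal: Bead flow cytometry, FITC channel | Buffer or medium: PBS with 0.05% Tween 20 and 0.1% BSA | Read-out basis: Percent drop in bead-associated FITC signal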
PvdQ acylase: P. aeruginosa PvdQ acylase inhibitors, primary screen, biochemical, fluorescence, plate reader and imaging, single point. inhibition, % at 10 µM. purified PvdQ acylase. PvdQ acylase [Pseudomonas aeruginosa LESB58]. AID 488965, 2010. 0.063% of 340,000 active; in the data active = inhibition above about 30%, passing the limit was not always enough;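 note: 0% = vehicle neutral wells and 100% = reference inhibitor wells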
PKA-R2B activ: activators of PKA-R2B holoenzyme, primary screen, biochemical, fluorescence polarization, Cy5-IP20, human; cAMP-dependent protein kinase catalytic subunit beta (Homo sapiens) + cAMP-dependent …; PKA-R2B holoenzyme dissociation; R2B truncated from residue 108, S112A mutant; 0% DMSO only, 100% 113 µM cGMP; 0.079% of 340,000 active; activation, % at 11.4 µM;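 active = activation above a cutoff set at the mean over all compounds plus 3 SD, cut at about 18% in these data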;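 note: higher means more holoenzyme dissociation and a rise in polarization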
* = called active by the depositor; i = inactive; . = not tested or not shown. An unsorted share of the library, and some 2.1% of all compounds hit somewhere here.

SMILES | RTF Ca sens inh | SR-BI DiI inh | SR-BI uptake up | Keap1 Nrf2 FP | C-LANA FP | DAGLB inhibitor | NSD2 inh | Arr AP2 block | PvdQ acylase | PKA-R2B activ
COc1ccc(-c2cc(C(=O)NCc3ccco3)no2)cc1OC | 5 | 12 | -12 | 2 | -1.6 | -3 | 0 | 22 | 10 | 7
O=C(COC(=O)CSc1ccc(Cl)cc1)Nc1ccc2[nH]c(=O)[nH]c2c1 | -7 | 1 | -1 | -2 | 0.8 | 0 | -2 | 1 | 11 | -12
CC1CCc2c(C(=O)Nc3ccc(OC(F)(F)F)cc3)csc2C1 (stereo not drawn) | -11 | -32 | 32 | 0 | -0.1 | -20 | 2 | 11 | -1 | 0
O=C(N/N=C/c1ccc(OC(=O)c2ccc([N+](=O)[O-])cc2)cc1)c1cccnc1 | -7 | -2 | 2 | -3 | 1.9 | 4 | 0 | -5 | -9 | 5
c1ccc2c(c1)CCN(CCCNc1nc3ccccc3n3cnnc13)C2 | -7 | 4 | -4 | -5 | -0.5 | -2 | . | -1 | -9 | 0
CCN(CC(=O)N1CCC(C)CC1)S(=O)(=O)c1ccc(C)cc1 | -6 | -29 | 29 | -5 | -1.3 | 0 | -2 | 29 | -3 | 8
COc1ccc(/C=C2/Sc3ccc(C(=O)NCCCN4CCOCC4)cc3NC2=O)cc1OC | -3 | 40 | -40 | 4 | 7.4 | 1 | 1 | -5 | -5 | -4
COc1ccc(/C=N/Nc2ccccc2C(=O)O)cc1Cn1cc([N+](=O)[O-])cn1 | -10 | . | . | 2 | 5.6 | 2 | 8 | -2 | -9 | 7
CC(C)CCNC(=O)CCCOc1cc(=O)n(C)c2ccccc12 | 0 | 2 | -2 | -2 | -0.1 | 2 | -2 | 11 | -2 | 7
COc1cc(C(=O)NC(=S)Nc2nc(-c3ccc(F)cc3)cs2)cc(OC)c1OC | -3 | -3 | 3 | -6 | 0.7 | 1 | -2 | -2 | -21 | -3
CCOC(=O)N1CCN(S(=O)(=O)c2ccc3c(c2)SCC(=O)N3)CC1 | 5 | 10 | -10 | 2 | -2.3 | 1 | -2 | 7 | -18 | 4
Cc1cccc(C(=O)Nc2nnc(S(=O)(=O)N3CCCCCC3)s2)c1 | -1 | -11 | 11 | -1 | -0.5 | 7 | . | 4 | -12 | -2
O=C(CNC(=O)c1cccc(OC(F)F)c1)OCc1cc(=O)n2cc(Br)ccc2n1 | 3 | -17 | 17 | -5 | 1.8 | -1 | 0 | -4 | 3 | -2
Cc1cc2cc(CN(Cc3ccc4c(c3)OCO4)C(=O)c3cnccn3)c3nnnn3c2cc1C | 5 | -10 | 10 | -5 | -3.8 | -1 | 3 | 18 | 8 | 11
CCc1ccc2[nH]c(=O)c(C(c3nnnn3Cc3ccccc3)N3CCOCC3)cc2c1 (stereo not drawn) | -11 | -11 | 11 | -7 | 1.0 | 1 | 0 | 8 | -8 | 1

Ordered by number of heavy atoms (ascending): some entries from above
SMILES | RTF Ca sens inh | SR-BI DiI inh | SR-BI uptake up | Keap1 Nrf2 FP | C-LANA FP | DAGLB inhibitor | NSD2 inh | Arr AP2 block | PvdQ acylase | PKA-R2B activ
COc1ccc(-c2cc(C(=O)NCc3ccco3)no2)cc1OC | 5 | 12 | -12 | 2 | -1.6 | -3 | 0 | 22 | 10 | 7
CCOC(=O)N1CCN(S(=O)(=O)c2ccc3c(c2)SCC(=O)N3)CC1 | 5 | 10 | -10 | 2 | -2.3 | 1 | -2 | 7 | -18 | 4
COc1ccc(/C=N/Nc2ccccc2C(=O)O)cc1Cn1cc([N+](=O)[O-])cn1 | -10 | . | . | 2 | 5.6 | 2 | 8 | -2 | -9 | 7

The results go on:
SMILES | RTF Ca sens inh | SR-BI DiI inh | SR-BI uptake up | Keap1 Nrf2 FP | C-LANA FP | DAGLB inhibitor | NSD2 inh | Arr AP2 block | PvdQ acylase | PKA-R2B activ
COc1ccc(NC(=O)CC(C)c2ccccc2)cc1S(=O)(=O)N1CCOCC1 (stereo not drawn) | -7 | 2 | -2 | 4 | 2.5 | -1 | -1 | -10 | -12 | -10
Nc1ccc2oc(-c3ccccc3Cl)nc2c1 | -11 | -16 | 16 | -8 | 2.2 | 0 | -4 | 6 | -12 | -7
CC(=O)Nc1cc(C(=O)OCC(=O)c2ccc(Cl)cc2Cl)ccc1C | -6 | 11 | -11 | 1 | 0.6 | 0 | -1 | -13 | -15 | -9
CCOC(=O)c1oc2ccccc2c1COC(=O)CNC(=O)c1ccccc1OC | 0 | 10 | -10 | 5 | 1.4 | -1 | -2 | -5 | -9 | -6
N#Cc1cccc(NC(=O)COC(=O)Cn2nc(-c3ccccc3)oc2=O)c1 | 5 | -8 | 8 | -6 | 0.0 | -2 | -3 | 6 | 4 | -7
C=CCOc1cccc(CNCc2ccncc2)c1 | -4 | -9 | 9 | 4 | -1.1 | -1 | 0 | 27 | 12 | -5
Cc1cc(C)n(S(=O)(=O)c2ccc(Cl)c(Cl)c2Cl)n1 | -2 | 42 | -42 | -5 | -1.2 | -5 | -3 | 3 | -15 | -11
O=C(COC(=O)CCC1CCCC1)Nc1ccc(F)cc1Cl | -1 | -23 | 23 | -1 | -1.1 | -9 | -1 | 33 | 2 | -12
N/C(=N\OC(=O)c1ccc(F)cc1)c1cccc([N+](=O)[O-])c1 | -2 | 7 | -7 | 3 | 1.5 | -6 | -3 | 3 | -5 | 3
CC(=O)NS(=O)(=O)c1ccc(N/C(N)=N/c2nc(C)cc(C)n2)cc1 | -6 | 17 | -17 | 1 | 0.8 | 1 | 1 | 11 | -3 | -4
CCC1(c2ccccc2)NC(=O)N(CC(=O)Nc2cc(S(=O)(=O)N3CCCCCC3)ccc2OC)C1=O (stereo not drawn) | -15 | -15 | 15 | 3 | 0.2 | -5 | 1 | -10 | -22 | -4
Cc1ccc(CSCC(=O)Nc2ccccc2)cc1 | -4 | -11 | 11 | -1 | 0.0 | -2 | -3 | -11 | -5 | -4
Cn1cccc1/C=N/n1cnnc1 | -1 | -8 | 8 | 0 | -0.5 | -1 | 6 | 29 | 3 | 4
CN(C1CCCCC1)S(=O)(=O)c1ccc(NC(=O)c2ccc(Br)o2)cc1 | -8 | 18 | -18 | 2 | -0.1 | -1 | 0 | -7 | -12 | -10
O=c1cc(CSc2ccccn2)nc(N2CCN(c3ccccc3)CC2)[nH]1 | -2 | 12 | -12 | -6 | -1.7 | 0 | 0 | 0 | 8 | -11
c1ccc(C2OCCN2c2ccccc2)cc1 (stereo not drawn) | 1 | 9 | -9 | 4 | 0.5 | 2 | 3 | -2 | 6 | -5
Cc1ccc(C)c(N(C(=O)CNC(=O)c2ccco2)C(C(=O)NC2CCCCC2)c2ccncc2)c1 (stereo not drawn) | 3 | . | . | 0 | 0.1 | -1 | . | 43 | 4 | 6
CCN1CCc2c(sc(NC(=O)Nc3ccc(Cl)c(Cl)c3)c2C(N)=O)C1 | i | 5 | -5 | -47 | 18 | -498 | -7 | 9 | -14 | 2
Cc1cc(C)n(CC2CC(=O)N(c3ccc(F)c(Cl)c3)C2=O)n1 (stereo not drawn) | -1 | -12 | 12 | 3 | -1.4 | 3 | -1 | 26 | -6 | -2
Cc1ccc2c(CSc3nnc(C4CC4)n3N)cc(=O)oc2c1 | -31 | 0 | 0 | -3 | 1.6 | 3 | -2 | -9 | -9 | 5
COc1ccc(S(=O)(=O)Nc2ccc(Cc3ccncc3)cc2)cc1OC | -11 | 4 | -4 | 3 | 0.6 | -1 | -2 | 27 | 5 | 9
CCOC(=O)C1CCCN(C(=O)c2cn(C)c3ccc(S(=O)(=O)N(C)C)cc3c2=O)C1 (stereo not drawn) | -14 | 7 | -7 | -1 | 1.2 | -3 | . | 4 | 12 | -4
CCC1CCCCN1CCCCOc1cccc(Cl)c1 (stereo not drawn) | -4 | -23 | 23 | -2 | 1.2 | -2 | 3 | 28 | 4 | 1
COc1ccccc1OCc1ccc(C(=O)N2CCCCC2)o1 | 6 | 0 | 0 | -1 | -0.7 | 1 | -2 | -8 | -10 | 7
CC1(C)CC(=O)C2=C(C1)NC(=O)CC2c1ccc(F)cc1 (stereo not drawn) | -5 | -25 | 25 | 0 | -2.5 | 0 | -2 | 9 | -2 | -11
O=C(C1CCCN(Cc2ccccc2)C1)N1CCCCC1 (stereo not drawn) | -4 | -34 | 34 | 4 | -0.7 | -2 | -1 | 9 | -3 | -15
O=C(CN(Cc1ccccc1)C(=O)CCC(=O)Nc1nccs1)NCC1CCCO1 (stereo not drawn) | 7 | . | . | -1 | -1.1 | -3 | 7 | 1 | 10 | 15
CC(C)(C)c1ccccc1NC(=O)c1ccco1 | -2 | 1 | -1 | -5 | 0.3 | -2 | -1 | 12 | -5 | -2
O=C(NN1CCOCC1)c1ccc(Cl)cc1 | -10 | -4 | 4 | -2 | 1.5 | -3 | -6 | 2 | -2 | -6
CC(C)NC(=O)/C(=C/c1ccco1)c1ccccc1 | 6 | -14 | 14 | -7 | 0.6 | -1 | 7 | 1 | 16 | -1
COc1cc(NC(=O)COC(=O)CC(C)(C)C)c(C)cc1[N+](=O)[O-] | 13 | -7 | 7 | -1 | 3.2 | 1 | 0 | -5 | 3 | -9
CSCC(=O)NS(=O)(=O)c1ccc(C)cc1 | -10 | -7 | 7 | 5 | -5.7 | 1 | . | 23 | 2 | 1
COc1ccccc1CCN1CCCC(CN(C)C(=O)c2ccco2)C1 (stereo not drawn) | -1 | 1 | -1 | -3 | -1.0 | 0 | 3 | -11 | -10 | -1
Cc1cc(Cl)ccc1NC(=O)CSc1n[nH]c(N)n1 | -3 | 7 | -7 | 1 | -1.8 | -6 | -6 | 17 | -5 | -2
CC(C)C(O)(c1ccccc1)C(CN1CCOCC1)c1ccccc1 (stereo not drawn) | 0 | -10 | 10 | -5 | -0.2 | -4 | -3 | -3 | 5 | -1
C=CCn1c(CNC(=O)c2cccs2)nnc1SCC(=O)c1ccc(Br)cc1 | -6 | 22 | -22 | -1 | -0.6 | -1 | -2 | -17 | -16 | 7
O=c1c2ccccc2nc2n1-c1ccccc1CCC2 | -8 | -10 | 25 | -3 | 1.1 | 0 | 1 | -5 | -18 | -6

From PubChem BioAssay
